High-throughput results: PubChem, Broad Institute
PglD DTNB: PglD (C. jejuni) enzyme inhibition; 360,000 compounds, 0.098% hits; inhibition, % at 12.5 µM; AID 602405; purified PglD enzyme, DTNB colorimetric CoA detection; in the data active means inhibition above about 16%, passing the limit was not always enough; further: strong numbers were not always called active
miR122 inh: miR-122 inhibition in Huh7 cells | Huh7 miR-122 Renilla luciferase sensor, 48 h; neutral wells = 0, positive control = 100 | activation (reporter increase), % at 12.5 µM | 340,000 compounds, 0.3% hits | AID 602342;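 active means mean replicate activation score at least 90 and every replicate individually at or above 90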;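 further: higher luciferase means less miR-122 activity so hits act as miR-122 inhibitors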
Cneo AK release: Cryptococcus neoformans lysis via adenylate kinase release | C. neoformans lysis, adenylate kinase release luminescence, 4 h; normalised: neutral wells 0, clomiphene wells 100 | lysis activity, % at 15 µM | 360,000 compounds, 0.2% hits;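 active means mean lysis activity across replicates of at least 80%, whatever share of replicates individually reach that level; inactive means mean lysis activity below 80%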
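Test system: log-phase Cryptococcus neoformans yeast cells; Quantity: yeast cell density of 5 × 10^6 cells/mL; Buffer or medium: YPD; Doses: single compound concentration per well; Timing: 4 h at 37 °C static, read 1 h later; Measured by: AK luminescence; Read-out basis: lysis from increased AK signal; Control set: Clomiphene as positive control.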
PGC1a acetyl inh: PGC1a acetylation modulation, inhibitor mode | U2OS PGC1a acetylation, AlphaScreen anti-acetyl-lysine; with virally co-expressed GCN5 acetyltransferase | inhibition, % at 15.6 µM | 350,000 compounds, 0.17% hits | AID 651687;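 active means every replicate shows inhibition of at least 40%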;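 further: 0% = neutral control wells and 100% = positive control wells; some results beyond the cut were filed as inactive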
ERAP1 inh: inhibitors of human ERAP1 aminopeptidase | inhibition, % at 10.7 µM | recombinant ERAP1, Leu-AMC fluorescence, 60 min | AID 652197 | 340,000 compounds, 0.15% hits | Q9NZ08;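 active means mean replicate inhibition of at least 30%, or all replicates individually reaching that 30% level; inactive means mean below 30% and not every replicate reaching it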;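 further: 0% = neutral control wells and 100% = L-leucinethiol positive control wells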
RAD54 inh: RAD54 (human) branch migration inhibition; inhibition, % at 10.4 µM; 360,000 compounds, 0.14% hits; RAD54 Holliday junction branch migration, FAM/BHQ fluorescence;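 active means mean normalized replicate activity at least 40 and at least half of replicates scoring 40 or more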;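 further: 0% = median of neutral control wells and 100% = median of positive control wells; inhibitors cause a drop in the FAM fluorescence signal; in these data hits start at about 50%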
RAD52 anneal inh: inhibitors of human RAD52 DNA annealing. recombinant RAD52 DNA annealing, FRET fluorescence. 360,000 compounds, 0.46% hits. inhibition, % at 18.7 µM. P43351;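 active means every replicate showing at least 50% inhibition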
Target sequence (P43351 whole entry, looked up): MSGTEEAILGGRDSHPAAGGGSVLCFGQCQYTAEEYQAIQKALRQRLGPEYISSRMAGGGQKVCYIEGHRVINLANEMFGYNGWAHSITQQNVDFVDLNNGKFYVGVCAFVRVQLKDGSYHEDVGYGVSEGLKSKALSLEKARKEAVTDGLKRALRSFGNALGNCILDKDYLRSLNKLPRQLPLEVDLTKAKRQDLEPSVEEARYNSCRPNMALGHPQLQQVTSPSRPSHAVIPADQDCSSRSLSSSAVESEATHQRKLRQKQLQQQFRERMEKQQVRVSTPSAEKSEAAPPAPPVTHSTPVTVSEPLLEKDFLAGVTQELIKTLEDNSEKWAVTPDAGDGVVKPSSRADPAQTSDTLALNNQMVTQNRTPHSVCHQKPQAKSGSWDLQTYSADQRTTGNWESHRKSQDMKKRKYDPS
E-sel inducer: induces E-selectin expression in human endothelial cells; P16581; HUVEC E-selectin immunofluorescence imaging; normalized: neutral wells 0, TNF-alpha wells 100; activation, % at 7.58 µM; 260,000 compounds, 0.37% hits;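 active means mean E-selectin-positive cell signal at least 10% of the positive control, reached in at least 60% of replicates, without over 20% cell loss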;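 further: in these data hits start at about 27%; measured in HUVEC primary endothelial cells; signal is the percent of cells scored E-selectin positive by PE staining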
Target sequence (P16581 whole entry, looked up): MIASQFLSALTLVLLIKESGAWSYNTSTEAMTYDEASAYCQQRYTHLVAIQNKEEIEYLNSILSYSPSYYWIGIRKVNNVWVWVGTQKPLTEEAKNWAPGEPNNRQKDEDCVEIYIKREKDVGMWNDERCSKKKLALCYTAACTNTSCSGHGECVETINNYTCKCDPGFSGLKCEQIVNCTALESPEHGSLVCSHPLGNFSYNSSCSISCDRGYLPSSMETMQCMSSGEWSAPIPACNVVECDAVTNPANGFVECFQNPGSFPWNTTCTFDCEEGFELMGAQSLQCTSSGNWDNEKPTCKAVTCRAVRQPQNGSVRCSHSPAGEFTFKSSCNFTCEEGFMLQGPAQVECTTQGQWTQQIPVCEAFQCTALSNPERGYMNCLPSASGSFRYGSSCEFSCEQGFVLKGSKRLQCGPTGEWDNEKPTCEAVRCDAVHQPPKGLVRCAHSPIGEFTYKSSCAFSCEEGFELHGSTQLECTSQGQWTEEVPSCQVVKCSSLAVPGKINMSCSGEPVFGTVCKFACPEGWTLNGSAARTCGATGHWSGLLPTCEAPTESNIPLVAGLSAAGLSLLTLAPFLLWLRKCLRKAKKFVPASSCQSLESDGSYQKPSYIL
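Assay system: HUVEC, human umbilical vein endothelial cells / Amount: 3,000 HUVEC/well / Controls: TNF-alpha positive control, DMSO neutral control / Compound dosing: single concentration / Medium: EGM-2 over gelatin coat / Evaluation: percent E-selectin-positive cells / Signal: immunofluorescence imaging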
Numbers without * were called inactive; nt = no result given; [ ] = dose if it differs, or a comment.

Results follow in this order: PglD DTNB	miR122 inh	Cneo AK release	PGC1a acetyl inh	ERAP1 inh	RAD54 inh	RAD52 anneal inh	E-sel inducer
- CCc1noc(C)c1C(=O)OCC(=O)N1CCc2ccccc21
 : -1	-4	1	7	2	1	-10	nt
- COc1ccc(S(=O)(=O)Nc2ccc3c(c2)CC(=O)N([C@H](C)CO)C[C@@H](C)[C@H](CN(C)CC2CCCCC2)O3)cc1
 : 8	-11[16.7 µM]	0	-1	0	-1	11	-0.6
- CCCC(=O)OC/C(O)=C(\C#N)c1nc2ccccc2[nH]1
 : -7	-4	-1	-4	-2	4	-21	0.2
- Cn1cc(C(=O)N/N=C/c2ccc([N+](=O)[O-])cc2)c2ccccc21
 : 3	-8	6	3	-2	1	-11	nt
- CC(=O)[C@@]1(O)CC[C@H]2[C@@H]3C[C@H](C)C4=CC(=O)CC[C@]4(C)[C@H]3CC[C@@]21C
 : 2	6	-2	-3	-2	-1	-9	-0.4
- COc1ccc2cc(C(C)C(=O)N3CCC(C)CC3)ccc2c1 (stereo not drawn)
 : -6	0	4	nt	-6	-6	-2	nt
- Cc1noc(C)c1S(=O)(=O)Nc1ccc2c(c1)C(=O)N([C@H](C)CO)C[C@@H](C)[C@@H](CN(C)Cc1ccc(C(F)(F)F)cc1)OCCCC[C@H](C)O2
 : 0	-3[16.7 µM]	12	11	1	-5	25	-0.1
- C/C=C/c1ccc([C@H]2[C@@H](CO)N(C(=O)C3CC3)C23CN(S(=O)(=O)CC)C3)cc1
 : nt	nt	nt	-5	6	nt	-22	0.1
- CCOC(=O)c1c(C)[nH]c(C(=O)COC(=O)CNC(=O)C2CCCCC2)c1C
 : 2	4	-1	10	-4	6	-4	nt
- COc1ccc(C(OC(=O)c2ccco2)C(=O)NC2CCCC2)cc1 (stereo not drawn)
 : -3	-1	-2	20	-2	6	-8	nt
- CCOC(=O)N1CCN(C(=O)C2CCCN(S(=O)(=O)c3cc(C)ccc3OC)C2)CC1 (stereo not drawn)
 : -3	-1	-1	24	-1	0	-10	nt
- CC(C)NC(=O)N(C)C[C@@H]1Oc2ncc(C#Cc3ccncc3)cc2C(=O)N([C@H](C)CO)C[C@@H]1C
 : -2	0[16.7 µM]	45	-1	0	9	-15	-0.8
- CC1CC(C)CN(CCCNS(=O)(=O)c2cc(Br)cc3c2N(C(=O)C2CC2)CC3)C1 (stereo not drawn)
 : -4	9	1	-12	-5	-1	3	0.2
- CCC(C)(C(=O)NC1CCCCC1)N(C(=O)C1CCC(=O)N1)c1ccc(C)cc1 (stereo not drawn)
 : 0	-3	0	4	nt	-14	nt	nt
- CCOC(=O)CSc1cc(-c2ccccc2)nc2ncnn12
 : -4	-5	-1	-12	nt	-1	-19	0.9
- Cc1noc(C)c1NC(=O)NCC[C@H]1CC[C@@H](NC(=O)c2ccccc2)[C@H](CO)O1
 : -1	nt	-4	-3	-1	-2	-8	0.4
- C[C@@H]1CN([C@@H](C)CO)C(=O)Cc2cc(NS(=O)(=O)c3ccc(F)cc3)ccc2O[C@H]1CN(C)Cc1ccccc1
 : 6	0[16.7 µM]	2	3	0	-3	-5	-8.5
- CC1CCCCN1CCNC(=O)c1cc2c(-c3ccccc3F)nn(C)c2s1 (stereo not drawn)
 : 6	12	1	-8	0	14	56*	0.1
- O=C(C[C@@H]1CC[C@H](NC(=O)c2ccccn2)[C@@H](CO)O1)NCc1cccc(F)c1
 : -3	nt	-5	9	0	0	12	-0.1
- O=C(C[C@@H]1C[C@@H]2c3cc(NC(=O)Nc4ccc(C(F)(F)F)cc4)ccc3O[C@@H]2[C@@H](CO)O1)NCCc1ccccc1
 : 2	9[16.7 µM]	-6	-2	0	-5	-4	0.5
- CCc1cccc(C)c1NC(=O)CSc1ncn[nH]1
 : 2	1	-1	1	nt	4	nt	nt
- O=C(Nc1cc2c3c(c1)C1CCCC1CN3CC1CCCC21)c1ccccc1 (stereo not drawn)
 : -2	-4	0	-5	nt	50*	nt	nt
- O=C(Nc1ccccc1N1CCCCC1)c1ccc(N2C(=O)c3ccccc3C2=O)cc1
 : -5	-2	2	4	nt	2	nt	nt
- COc1ccc(S(=O)(=O)NCc2ccccn2)cc1Br
 : 6	nt	-1	nt	-6	7	-22	nt
- CCOC(=O)CNC(=O)CSc1nnc(NC(=O)c2ccc(S(=O)(=O)N3CCOCC3)cc2)s1
 : 0	0	2	5	-2	-31	-12	-0.5
- CCOC(=O)c1ccc(NC(=O)CCc2nnc3ccc(N4CCN(C)CC4)nn23)cc1
 : -1	-6	0	1	0	-14	4	0.0
- COCc1cn(CC[C@@H]2CC[C@H](NC(=O)Nc3ccc(OC)cc3)[C@@H](CO)O2)nn1
 : 0	nt	6	2	0	1	-13	-1.2
- O=C(Nc1ccc(SC(F)F)cc1)c1cc(-c2ccncc2)nc2ccccc12
 : 4	5	-3	-7	0	0	-5	0.3
- N#Cc1ccccc1OCC(=O)NCc1ccccc1CN1CCCC1
 : 2	-1	0	-2	1	-2	-38	-0.2
- CCOC(=O)C1CCN(C(=O)CN2C(=O)CSc3ccc(S(=O)(=O)N4CCOCC4)cc32)CC1
 : 4	-5	0	6	-1	-13	-9	nt

3 entries from above in a different format.
O=C(C[C@@H]1C[C@@H]2c3cc(NC(=O)Nc4ccc(C(F)(F)F)cc4)ccc3O[C@@H]2[C@@H](CO)O1)NCCc1ccccc1
  PglD DTNB: 2	miR122 inh: 9[16.7 µM]	Cneo AK release: -6	PGC1a acetyl inh: -2	ERAP1 inh: 0	RAD54 inh: -5	RAD52 anneal inh: -4	E-sel inducer: 0.5

CCc1cccc(C)c1NC(=O)CSc1ncn[nH]1
  PglD DTNB: 2	miR122 inh: 1	Cneo AK release: -1	PGC1a acetyl inh: 1	ERAP1 inh: nt	RAD54 inh: 4	RAD52 anneal inh: nt	E-sel inducer: nt

O=C(Nc1cc2c3c(c1)C1CCCC1CN3CC1CCCC21)c1ccccc1 (stereo not drawn)
  PglD DTNB: -2	miR122 inh: -4	Cneo AK release: 0	PGC1a acetyl inh: -5	ERAP1 inh: nt	RAD54 inh: 50*	RAD52 anneal inh: nt	E-sel inducer: nt

Next compounds:
Results follow in this order: PglD DTNB	miR122 inh	Cneo AK release	PGC1a acetyl inh	ERAP1 inh	RAD54 inh	RAD52 anneal inh	E-sel inducer
- CC12CCC(=O)N1C(C(=O)Nc1ccc(Cl)c(Cl)c1)CS2 (stereo not drawn)
 : nt	-2	nt	nt	1	nt	-18	2.1
- CCC(=O)N1[C@H](CO)[C@H]2c3ccccc3N(C(=O)c3ccncc3)C[C@H]21
 : 2	0[16.7 µM]	45	2	4	-46	-5	-0.2
- CCCn1c(N)c(C(=O)CN(C)CC(=O)Nc2ccc(F)cc2)c(=O)[nH]c1=O
 : 1	-2	2	5	3	6	-20	nt
- CN(CCCC(=O)Nc1ccc(Br)cc1F)S(=O)(=O)c1ccccc1
 : 7	5	2	1	-2	0	-18	nt
- COc1ccc(CNC(=O)C[C@H]2CC[C@H]3[C@H](COc4ccc(NC(=O)C5CC5)cc4C(=O)N3C)O2)cc1
 : 1	14[16.7 µM]	14	3	-1	-10	12	0.0
- Cc1ccccc1-c1ccc2c(c1)O[C@H](CN(C)C(=O)c1ccccn1)[C@@H](C)CN([C@H](C)CO)S2(=O)=O
 : -2	10[16.7 µM]	-2	-15	-2	-4	-7	-2.7
- CN1CCCC(OC(=O)c2cc(Br)ccc2Cl)C1 (stereo not drawn)
 : -3	nt	3	nt	1	8	-7	nt
- Cc1noc(C)c1S(=O)(=O)Nc1ccc2c(c1)C(=O)N([C@@H](C)CO)C[C@@H](C)[C@H](CN(C)C)OCCCC[C@H](C)O2
 : -1	1[16.7 µM]	-1	6	1	-2	-30	-0.1
- Cc1noc(C)c1NC(=O)Nc1ccc2c(c1)C(=O)N([C@H](C)CO)C[C@H](C)[C@H](CN(C)Cc1ccncc1)OCCCC[C@H](C)O2
 : -4	2[16.7 µM]	0	4	0	2	-5	0.0
- CC(C)Cc1nnc(NC(=O)CCC(=O)N2CCCCC2)s1
 : -1	-5	-2	5	5	-10	1	0.0
- Cc1sc2ncnc(SCC(=O)Nc3ccc(CN4CCCC4)cc3)c2c1C
 : -5	3	1	-1	2	0	7	-1.8
- Nc1c(-c2cccc(Cl)c2)cnn1-c1cccc([N+](=O)[O-])c1
 : nt	-4	4	-8	nt	4	nt	nt
- CC=Cc1ccc2n(c1=O)C[C@@H]1[C@@H](CO)[C@H](C(=O)NC3CCC3)N[C@H]21 (mixture of isomers)
 : -1	nt	-1	nt	-2	-7	0	0.2
- COCC(=O)Nc1ccc2c(c1)OC[C@@H](C)N(CCC(F)(F)F)C[C@H](C)[C@H](OC)CN(C)C2=O
 : 2	nt	3	3	-3	-9	23	-0.3
- O=C1OCCC1Sc1nnc(-c2cccs2)n1Cc1ccccc1 (stereo not drawn)
 : nt	4	nt	3	2	nt	0	nt
- COc1cccc(NC(=O)c2ccco2)c1
 : -3	-4	-1	3	nt	-12	nt	nt
- COc1cccc(C(=O)Nc2ccccc2C(=O)N2CCCC2)c1
 : -1	-30	-1	0	nt	2	nt	nt
- O=C(COC(=O)c1ccc(Oc2ccccc2)cc1)Nc1nnc(-c2ccccc2)o1
 : 1	-23	15	nt	nt	2	nt	nt
- COc1ccc(CCNC(=O)COC(=O)/C=C/c2cccs2)cc1OC
 : nt	nt	nt	4	-2	nt	-2	-3.5
- CCC(C)(C)c1nnc(NC(=O)c2ccc([N+](=O)[O-])cc2)s1
 : -3	4	1	13	nt	3	nt	nt
- COc1ccc(/C=C/C(=O)NNC(=O)c2cc(C)oc2C)cc1
 : 4	nt	0	nt	1	6	-6	nt
- CC(=O)N1CCC(=NNc2ccc(S(N)(=O)=O)cc2[N+](=O)[O-])CC1
 : 2	-7	1	55	-1	4	-12	1.5
- CN1C(=O)[C@@H]2[C@H](C1=O)[C@@H]1C(=O)Nc3ccccc3C(=O)N1[C@@H]2c1ccc(Br)cc1
 : 5	nt	-1	nt	8	-3	-3	0.1
- Cc1ccccc1NC(=O)NC1(C(=O)N2CCCC2)CCCCC1
 : 6	-4	1	6	2	-8	2	0.0

Sorted by molar mass (smallest number first): 3 of the compounds above.
Results follow in this order: PglD DTNB	miR122 inh	Cneo AK release	PGC1a acetyl inh	ERAP1 inh	RAD54 inh	RAD52 anneal inh	E-sel inducer
- COc1cccc(NC(=O)c2ccco2)c1
 : -3	-4	-1	3	nt	-12	nt	nt
- COc1ccc(CCNC(=O)COC(=O)/C=C/c2cccs2)cc1OC
 : nt	nt	nt	4	-2	nt	-2	-3.5
- Cc1sc2ncnc(SCC(=O)Nc3ccc(CN4CCCC4)cc3)c2c1C
 : -5	3	1	-1	2	0	7	-1.8
